Myeloid diff 2 = compounds promoting myeloid differentiation | ER-HoxA9 myeloid progenitors, lysozyme-GFP differentiation, flow cytometry | calls only at 10 µM | 360,000 tested, 1% active | AID 624256;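 active means normalized GFP-positive differentiation at or above the plate's own cutoff, the solvent-only control mean plus 3 SD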;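 further: cells exposed to compound for four days before flow analysis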
Insulin prom up = MIN6 insulin promoter up-regulation | MIN6 insulin promoter-GFP reporter, high-content imaging; active compounds read high | 190,000 tested, 0.3% active | z-score at 5 µM;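 active means z-score above 3 at 5 µM with at least 500 cells counted in the well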
b-catenin transl = beta-catenin nuclear translocation modulation | HeLa beta-catenin nuclear translocation, immunofluorescence imaging | nuclear translocation activity, % at 5 µM | AID 1665 | 190,000 tested, 0.3% active;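 active means nuclear translocation activity above 50% at 5 µM, with a well cell count of 50 or more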;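 further: per-cell ratio of nuclear to cytoplasmic median beta-catenin stain intensity; plate controls were DMSO negative control for no effect and GSK-3 inhibitor IX positive control for full effect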
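assay system = human HeLa cells, endogenous beta-catenin | times = compound treatment 24 h, 37°C, 5% CO2 | detection = Anti-beta-catenin immunofluorescence on PFA-fixed, Triton-permeabilized cells, DAPI nuclei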
Lipid droplet = modulators of hepatic lipid droplet formation; AML12 mouse hepatocytes, oleate lipid droplets, BODIPY imaging; inhibition, % at 6.5 µM; 240,000 tested, 0.4% active;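 active means lipid droplet intensity inhibited by at least 50%, with more than 500 cells counted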
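Assay system: AML12 mouse liver cells | Compound dosing: One dose, 6.5 µM compound | Read-out basis: Droplet intensity reduction, % inhibition | Measured by: Fluorescence imaging, 20x objective, two fields per well | Schedule: Overnight treatment with compound plus oleate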
Autophagy mod = modulators of autophagy; MEF GFP-LC3 puncta imaging; test concentration mostly 10 µM; calls only at 10 µM (by protocol); 190,000 tested, 0.98% active; AID 463193;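 active means percentage of spot-positive cells more than 3 SD above its plate mean, without a fluorescence outlier flag or 80% toxicity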;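 further: spot-positive cell cutoff set from DMSO-treated cells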
WT yeast gro inh = growth inhibition of WT yeast, mitochondrial fusion screen; mitochondrial fusion phenotypic screen, WT strain; AID 1362; inhibition, % at 10 µM; 190,000 tested, 2.1% active; in the data active means inhibition above about 58%; tested in S. cerevisiae
T cell HTS = T cell immune modulation candidate; AID 2052; 2C CD8+ T cell-vesicle binding, flow cytometry; active compounds read low; 330,000 tested, 0.068% active; calls only at 7 µM;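 active means response, share of CD8 T cells binding vesicles, and their 90th percentile fluorescence all below set limits, cut at about 80% in these data, passing the limit was not always enough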
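Material: 2C TCR transgenic mouse naive CD8+ T cells, MACS-purified. Also added: QL9-charged Drosophila Ld/ICAM-1/B7-1 vesicles. Timing: binding 1.5 h at 37 °C. Measured by: high-throughput flow cytometry with anti-B7-1 and anti-CD8 staining. Read-out: percent CD8+ FL2 mean versus row control. Controls: Unloaded micro-vesicles (low), QL9 vesicles with 0.7% DMSO (high).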
West Nile virus CPE = West Nile virus antiviral activity, cell-based, CPE readout (AID 1621) | West Nile virus-infected cells, CPE inhibition; higher % means a stronger effect | one-dose CPE inhibition, % at 10 µM; IC50 in µM for titrated hits | 290,000 tested, 0.02% active; in the data active means a potency from the dose series; further: strong numbers were not always called active
MT stabilizer = stabilizes microtubules in HeLa cells; HeLa tubulin immunostaining HCS, 24 h; share of cells brighter than vehicle mean+2SD; % tubulin-high responders, % at 10 µM; 200,000 tested, 0.83% active;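 active means plate Z-score above 3 for both tubulin-high and condensed-nucleus cell shares, with cell loss under 80%, at 10 µM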;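 further: anti alpha tubulin signal scored within the nucleus-defined area of each cell; some results filed as inactive read as strong as hits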
WT yeast gro inh mutant strain = recorded beside WT yeast gro inh, whose call it bears; inhibition, %; mitochondrial fusion phenotypic screen, mutant strain inhibition
Insulin prom up cell count = recorded beside Insulin prom up, whose call it bears; cell count; measured here: cytotoxicity, nuclei count;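 total cells summed across four imaged fields per well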
Lipid droplet cells 6.5 µM = further read-out of Lipid droplet, marked with its call; cell count; measured here: cell count, cytotoxicity flag;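 cells counted across two imaged fields per well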
b-catenin transl cell count 5 µM = second read-out of b-catenin transl, no call of its own (marks repeat the call); cell count; measured here: cell count, cytotoxicity flag
T cell HTS vesicle-bound % = also measured in T cell HTS; calls as there; double positive events, %; measured here: CD8+ vesicle-bound cell fraction;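 binding gate set so that unloaded-vesicle control wells show 10% double positive cells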
MT stabilizer Hoechst-high % = recorded beside MT stabilizer, whose call it bears; % Hoechst-high responders; measured here: nuclear condensation Hoechst responders;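 share of cells brighter than vehicle mean plus two SD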
MT stabilizer cytotoxicity % = also measured in MT stabilizer; calls as there; toxicity, %; measured here: cytotoxicity by cell density;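 0% = mean cell density of plate MIN control wells and 100% = no cells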
Autophagy mod cell loss 18 h = also measured in Autophagy mod; calls as there; toxicity, %; measured here: cell loss, nuclei count;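 cell loss after 18 h compound exposure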
Myeloid diff 2 GFP+ MAC1+ % = second read-out of Myeloid diff 2, no call of its own (marks repeat the call); GFP+ MAC1+ double positive, %; measured here: differentiation confirmed by MAC1 staining
Starred values were filed as active, the others as inactive; i = inactive; · = no result given; + = active, no number.

Value order: Myeloid diff 2	Myeloid diff 2 GFP+ MAC1+ %	Insulin prom up	Insulin prom up cell count	b-catenin transl	b-catenin transl cell count 5 µM	Lipid droplet	Lipid droplet cells 6.5 µM	Autophagy mod	Autophagy mod cell loss 18 h	WT yeast gro inh	WT yeast gro inh mutant strain	T cell HTS	T cell HTS vesicle-bound %	West Nile virus CPE	MT stabilizer	MT stabilizer Hoechst-high %	MT stabilizer cytotoxicity %
COc1ccc(C2CC(=O)C(C=NCCO)=C(O)C2)cc1OC (stereo not drawn)
    i	0.1	-0.32	1299	·	·	-2.6	661	i	5.5	3.9	5.5	i	40.8	0.3%	1.7	1.0	25.7
C/C(=N\NC(=O)C(N)=O)c1cccc(C(F)(F)F)c1
    i	0.7	0.21	1250	-1.9	1099	12.5	680	i	-1.0	5.7	3.7	i	54.4	-0.1%	5.7	2.5	10.2
Cc1ccc(OCC(=O)N2CCN(C(=O)c3cccnc3)CC2)cc1
    i	0.2	0.31	1122	5.2	1103	-0.4	673	i	0.4	-21.5	-0.9	i	56.7	0.1%	2.2	1.3	6.1
COc1cccc(C2SCC(=O)N2c2cccc(C)c2)c1OC (stereo not drawn)
    i	0.2	0.11	1392	-0.5	966	5.4	685	i	4.6	-18.9	-16.5	i	27.1	-1.2%	2.6	2.7	9.8
CCC(C)Sc1nc2ccccc2c(=O)[nH]1 (stereo not drawn)
    i	0.7	0.09	1184	-2.9	1186	-7.0	738	i	4.1	19.4	6.3	i	27.8	0.3%	4.0	2.5	7.7
CCOC(=O)c1cc(NC(=O)N(C)C2CCCCC2)c(C)nc1C
    i	0.4	·	·	·	·	54.4*	766*	·	·	·	·	i	40.5	0.0%	·	·	·
O=C(O)CC[C@@H](C(=O)O)N1C(=O)c2ccccc2C1=O
    i	1.4	0.49	1053	-1.0	1229	13.9	692	·	·	·	·	i	21.9	0.1%	·	·	·
O=C(NCC(=O)N1CCCC(C(F)(F)F)C1)c1ccc(Oc2ccccc2)cc1 (stereo not drawn)
    i	1.0	·	·	·	·	5.9	652	·	·	·	·	i	69.6	-0.8%	·	·	·
OCc1nc2ccccc2n1CCCOc1ccc(Br)cc1
    i	0.7	-0.41	1700	1.5	944	-36.0	586	i	-2.6	23.7	28.9	i	34.2	-0.4%	0.9	2.2	2.4
O=C(c1cc2cc(Cl)ccc2[nH]1)N1CCN(Cc2ccc3c(c2)OCO3)CC1
    i	2.0	·	·	·	·	-28.7	669	·	·	·	·	i	19.7	-1.1%	·	·	·
COc1ccc(C(=O)CN2CCN(c3ncccn3)CC2)cc1
    i	0.4	·	·	·	·	-1.8	803	·	·	·	·	i	55.8	-0.2%	·	·	·
COc1ccc(Nc2nc(C)cc(C)c2C#N)cc1OC
    i	2.2	-0.11	845	·	·	·	·	i	8.8	9.8	8.4	i	28.3	0.1%	4.4	4.3	9.4
CC(C)(C)NC(=O)Cn1nnc(-c2ccccc2Cl)n1
    i	2.4	0.52	1377	-1.4	1316	·	·	i	2.3	-5.8	14.4	i	7.4	-0.1%	4.5	2.3	9.6
CCCCC(=O)NS(=O)(=O)c1ccc(N=NN2CCCCC2)cc1
    i	1.2	-0.04	1370	-4.2	1174	17.5	670	i	-8.5	-9.4	-8.8	i	37.1	0.5%	3.2	2.3	11.1
COc1ccc(-n2c(O)cnc2Nc2nc(C)cc(C)n2)cc1OC
    i	0.4	1.58	902	·	·	2.7	733	i	-3.8	7.2	1.0	i	28.1	0.0%	1.1	1.6	5.9
CC(C)c1ccc(NC(=O)c2cnn(-c3ccccc3)c2NC(=O)c2ccco2)cc1
    i	0.7	-0.08	1004	1.3	1196	·	·	i	4.7	7.2	-14.3	i	45.7	1.3%	1.8	2.2	17.9
CC1(C)CC(=O)C2=C(C1)N(c1cccc(O)c1)C1=C(C2)C(=O)CC(C)(C)C1
    i	0.5	-0.2	1364	-6.9	1188	-8.0	724	i	44.3	0.4	17.2	i	41.2	0.7%	1.8	1.6	3.4
O=C(Nc1cccnc1)C1CCCN(S(=O)(=O)c2ccccc2)C1 (stereo not drawn)
    i	2.4	-1.21	1075	·	·	-3.3	711	i	-6.1	-10.4	8.5	i	49.4	0.2%	0.7	1.2	1.8
COc1ccc(S(=O)(=O)Nc2c(NC3CCCCC3)c3ccccc3oc2=O)cc1OC
    i	1.4	·	·	·	·	1.2	716	·	·	·	·	i	42.9	-0.2%	·	·	·
CCC(CC)C(=O)Nc1nnc(SCC(=O)NC2CC2)s1
    i	1.0	·	·	·	·	-13.5	747	·	·	·	·	i	29.7	0.6%	·	·	·
COc1cccc(N2C(=O)C(CC(=O)Nc3ccc(F)cc3)N(C3CCCCC3)C2=O)c1 (stereo not drawn)
    i	0.6	0.03	1215	0.4	1012	1.0	753	i	0.1	8.8	17.3	i	43.8	-0.4%	2.6	1.6	6.3
COc1ccc(OC)c(Nc2nc(-c3ccncc3)nc3ccccc23)c1
    i	0.9	·	·	·	·	21.5	636	·	·	·	·	i	12.1	0.4%	·	·	·
O=C(Nc1ccnn1C1CCN(Cc2cc(Cl)ccc2O)CC1)c1cccnc1
    i	0.6	·	·	·	·	-0.4	705	·	·	·	·	i	14.5	-0.5%	·	·	·
Cc1ccc(CS(=O)(=O)Cc2ccc(C(=O)NCc3cccnc3)o2)cc1
    i	0.7	1.42	1344	-0.5	1345	·	·	i	16.0	-1.8	-0.1	i	15.2	0.6%	3.8	3.6	7.0
S=C(Nc1ccc(Cl)cc1Cl)N1CCCCC1
    i	1.0	-0.09	1321	·	·	10.4	670	i	0.9	-9.2	18.3	i	46.2	0.1%	1.7	2.6	11.1
COCCN(Cc1cc2cc3c(cc2nc1Cl)OCO3)C(=O)Nc1ccc(F)cc1
    i	0.9	-0.07	1654	-0.2	1076	-48.1	564	i	12.0	15.3	7.7	i	15.1	-0.8%	1.3	1.3	8.0
CCc1nc2ccccc2n1CC(O)COc1ccc(NC(C)=O)cc1 (stereo not drawn)
    i	0.6	0.33	1107	-2.1	1174	1.4	780	i	4.8	11.5	3.3	i	31.1	-0.1%	3.0	1.6	3.9
C/C(=N/NC(=O)c1ccccn1)c1ccc(O)cc1
    i	0.6	0	1094	0.7	1279	-5.0	702	·	·	·	·	i	19.1	0.2%	·	·	·
Cc1ccc2cc(CN(C(=O)c3cccs3)c3ccccc3)c(=O)[nH]c2c1
    i	0.7	0.3	894	0.8	1421	0.8	759	·	·	·	·	i	35.9	-0.5%	·	·	·
CC(=O)NC(c1ccc([N+](=O)[O-])cc1)c1c(O)ccc2ccccc12 (stereo not drawn)
    i	0.3	-2.74	1571	-0.2	1491	-0.2	734	i	11.3	-1.7	4.7	i	16.7	-0.3%	2.3	1.1	11.2

Remaining list, next part.
Value order: Myeloid diff 2	Myeloid diff 2 GFP+ MAC1+ %	Insulin prom up	Insulin prom up cell count	b-catenin transl	b-catenin transl cell count 5 µM	Lipid droplet	Lipid droplet cells 6.5 µM	Autophagy mod	Autophagy mod cell loss 18 h	WT yeast gro inh	WT yeast gro inh mutant strain	T cell HTS	T cell HTS vesicle-bound %	West Nile virus CPE	MT stabilizer	MT stabilizer Hoechst-high %	MT stabilizer cytotoxicity %
O=C(NCc1ccc(Cl)cc1)c1cccc(NC(=O)c2ccccc2)c1
    i	0.8	-0.44	1295	0.6	999	-21.0	486	i	-11.3	-3.2	22.7	i	38.5	-1.9%	2.2	1.9	5.9
O=C(C1CCCCC1)N1CCCc2ccccc21
    i	0.9	·	·	·	·	-3.1	804	i	-3.5	6.1	20.3	i	46.7	-0.1%	1.9	1.4	7.4
O=C(CCCOc1ccc(Cl)cc1)Nc1nncs1
    i	0.5	0.44	1452	-7.5	1016	·	·	i	6.4	4.7	20.3	i	30.5	-0.1%	4.1	3.0	1.0
O=P1(c2ccccc2)C=Cn2c1cc1c2CCCC1 (stereo not drawn)
    i	11.2	·	·	·	·	·	·	i	-0.3	-25.6	-14.2	i	9.7	-0.6%	2.1	1.5	11.3
CN(C)c1ccc(N=Cc2nc(-c3ccccc3)oc2OC(=O)c2ccccc2)cc1
    i	0.2	0.67	1433	-2.0	972	-0.9	665	i	7.6	-10.5	-35.2	+	·	-0.2%	3.1	3.4	7.1
O=c1[nH]c(SCc2cccc(F)c2)nc2ccccc12
    i	0.4	0.37	1337	0.9	1288	-23.4	647	·	·	·	·	i	14.8	-0.3%	·	·	·
Cc1nn(CC(=O)NC(C)c2ccccc2)c(C)c1[N+](=O)[O-] (stereo not drawn)
    i	0.3	·	·	0.0	1516	11.6	626	i	-0.7	-11.9	2.0	i	32.4	0.0%	1.7	1.6	9.2
Cc1ccc(S(=O)(=O)C2C(=O)N(C)C3(C)CC2c2ccccc2O3)cc1C (stereo not drawn)
    i	0.5	0.08	1442	-2.7	1164	-20.9	613	i	12.7	-12.4	-5.2	i	22.5	-0.2%	2.7	3.5	7.2
N#Cc1c(-c2ccncc2)cc(-c2ccc(F)cc2)nc1N
    i	0.6	·	·	·	·	-4.9	834	·	·	·	·	i	16.9	0.1%	·	·	·
CCOC(=O)c1ccc2c(c1)C1C=CCC1C(C(=O)O)N2 (stereo not drawn)
    ·	·	0.95	1086	1.8	1094	-5.3	804	i	12.1	21.9	2.6	i	19.5	0.2%	10.2	3.4	3.5
CC(=O)NCC(=O)NNC1CC(=O)N(c2cccc(Cl)c2)C1=O (stereo not drawn)
    i	0.3	·	·	0.4	1325	19.8	749	·	·	·	·	i	30.8	0.3%	·	·	·
O=C(NCc1ccc(F)cc1)C(=O)NCC1OCCN1C(=O)c1ccc(Cl)cc1 (stereo not drawn)
    i	1.7	-0.03	1024	-1.5	611	-4.9	746	i	-12.2	13.1	13.8	i	24.4	-0.4%	3.4	1.0	4.0
